Screening data from PubChem BioAssay.
p53 reactivation: re-activators of mutant p53; H1299 p53-A138V BP100-luciferase reporter, luminescence, 24 h; Potency, µM (titrated, usually from 92.2 µM), for the others: top-dose activity change, positive = activation, actives largely listed as activators; actives 0.063% (n = 320,000); AID 504706; also: potency is read from the fitted curve at half-maximal effect; % of control where 0% means no effect; nearly all actives have a fitted effect of over 45% in size
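H1299 (p53-null), stable ts p53-A138V + BP100-Luc; 1000 cells/well, Opti-MEM/10% FBS; cpd 4 pt, 1:5; 24 h, 37 deg C, 5% CO2; detection reagent 10 min RT; luminescence.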
TRPV1 agonist: activates the human vanilloid receptor TRPV1; actives 0.19% (n = 320,000); TRPV1-expressing cells, Fluo-8 calcium influx, agonist mode; Q8NER1; activation, % at 8.33 µM; in the data active = activation above about 80%; inconclusive = between about 30% and that limit; also: 0% is about no effect
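Fluo-8 calcium influx in TRPV1-expressing cells, kinetic read (ex 480/em 520 nm). Compound added and read 3 min for agonist activity, followed by capsaicin at EC20 final and 2 min further read for enhancement.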
ELG1 repair inh: inhibitors of ELG1-dependent DNA repair in HEK293T cells | HEK293T ELG1-luciferase reporter, luminescence, 16 h; DNA damage induced by 5-fluorouridine | Potency, µM (top dose mostly 46.1 µM), inactives show top-dose activity change, negative = inhibition, hits mostly inhibitors | actives 2.3% (n = 330,000); also: potency is read from the fitted curve at half-maximal effect; % is scaled to controls: 0 for no effect and ±100 for the full control effect; nearly all actives have a fitted effect of over 55% in size
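Overnight (16 hr) co-exposure of 2,000 cells/well to 5-fluorouridine and compound at 37 °C preceded detection. Luciferase was quantified via ONE-Glo luminescence; loss of signal denotes inhibition.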
CXXC DNA block: inhibitors of human MLL CXXC domain-DNA interaction | Q03164 | MLL-CXXC / FITC-HOXA9 DNA fluorescence polarization | Potency, µM (highest dose often 115 µM), for the others: at the highest dose activity change, negative = inhibition, usual class: inhibitors | actives 0.037% (n = 290,000); active = well fitted inhibition curve with a large enough effect in the polarisation, with a control signal flat, not every such curve was filed as active; inconclusive = small, poorly fitted or top-dose-only effect, or effect the other way, or a change in a side signal; inactive = no such curve, though single readings can be large or run the other way; the % refers to the polarisation; also: potency is read from the fitted curve at half-maximal effect
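Fluorescence polarization: 7 uM MLL-CXXC (stock) preincubated 5 min with compounds, then 50 nM fluorescein-HOX-A9 DNA (stock) added; 30 min ambient. Buffer 50 mM Tris-HCl pH 7.5, 50 mM NaCl, 1 mM DTT, 0.05% BSA.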
PTAP TSG101 blk: blocks PTAP/TSG101 interaction to inhibit HIV-1 budding; 340,000 tested, under 10 active; Potency, µM (top dose mostly 115 µM), without a hit: at the highest dose activity change, negative = inhibition, most hits filed as inhibitors; Fluorescence polarization, FITC-PTAP peptide / Tsg101 binding; Q99816; active = well fitted inhibition curve with a large enough effect in the main read-out, with a control signal flat, not every such curve was filed as active; inconclusive = small, poorly fitted or top-dose-only effect, or effect the other way, or a change in a side signal; inactive = no such curve, though single readings can be large or run the other way; also: potency is read from the fitted curve at half-maximal effect; % of control where 0% means no effect
Target sequence (Q99816 whole entry, looked up): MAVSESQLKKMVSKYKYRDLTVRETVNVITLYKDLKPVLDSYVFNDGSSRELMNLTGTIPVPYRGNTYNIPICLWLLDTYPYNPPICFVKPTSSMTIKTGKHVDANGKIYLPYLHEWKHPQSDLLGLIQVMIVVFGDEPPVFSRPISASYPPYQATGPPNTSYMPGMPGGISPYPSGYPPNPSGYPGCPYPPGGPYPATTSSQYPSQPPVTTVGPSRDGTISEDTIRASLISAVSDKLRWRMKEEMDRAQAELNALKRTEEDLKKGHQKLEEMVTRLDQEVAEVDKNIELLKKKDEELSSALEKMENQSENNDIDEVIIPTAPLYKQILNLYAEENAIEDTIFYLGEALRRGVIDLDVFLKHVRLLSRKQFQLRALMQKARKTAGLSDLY
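Compounds were pin-transferred onto Tsg101 binding domain (10 uM final) in HEPES pH 7.5 buffer, then FITC-PTAP peptide was added at 50 nM final. After 20 min at RT, polarization reported peptide displacement across a qHTS concentration series.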
B2AR arrestin: recruits beta-arrestin to the human beta2-adrenergic receptor; P07550; beta-arrestin recruitment to beta2AR, cell-based reporter; Potency, µM (highest dose often 46.1 µM), for inactives: at the highest dose activation, actives largely listed as activators; actives 0.02% (n = 330,000);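 also: potency is read from the fitted curve at half-maximal effect; 0% = DMSO controls and full agonism = EC100 isoproterenol or metaproterenol; nearly all actives have a fitted effect of over 65% in size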
Target sequence (P07550 whole entry, looked up): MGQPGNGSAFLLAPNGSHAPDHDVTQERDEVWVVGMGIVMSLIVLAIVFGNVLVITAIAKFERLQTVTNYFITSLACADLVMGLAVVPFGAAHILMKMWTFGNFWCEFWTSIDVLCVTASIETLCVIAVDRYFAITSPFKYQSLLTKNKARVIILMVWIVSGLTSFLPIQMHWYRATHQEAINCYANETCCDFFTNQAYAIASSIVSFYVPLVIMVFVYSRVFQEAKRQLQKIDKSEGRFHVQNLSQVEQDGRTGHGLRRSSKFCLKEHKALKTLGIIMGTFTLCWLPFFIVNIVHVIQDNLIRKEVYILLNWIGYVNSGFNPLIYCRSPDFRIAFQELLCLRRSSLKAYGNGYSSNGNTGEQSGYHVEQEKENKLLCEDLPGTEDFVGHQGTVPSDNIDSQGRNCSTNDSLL
TCR act: T cell receptor activation | primary human leukocytes, anti-CD3, IL-2 HTRF, 48 h | Potency, µM (titrated, usually from 9.22 µM), for the others: at the top dose activation of IL-2 secretion, hits mostly activators | 330,000 tested, under 10 active; also: % of control where 0% means no effect
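TCR engagement came from a-CD3 beads alone, with compounds added to primary human leukocytes for 48 hr. Secreted IL-2 bridged europium cryptate- and d2-labelled anti-IL-2 antibodies, giving FRET emission at 665nm after 320nm excitation.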
Integrin act MD: integrin-mediated muscular dystrophy alleviation activation; actives 0.064% (n = 350,000); Potency, µM (series often up to 38.3 µM), for the others: at the top dose activation, usual class: activators; alpha7betagal myoblasts, beta-gal FDG fluorescence, 48 h;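 also: potency is read from the fitted curve at half-maximal effect; 100% = response of the positive control SU9516; nearly all actives have a fitted effect of over 60% in size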
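alpha7betagal+/- myoblasts (passage 13, 250/well) treated 48 h at 37C with compounds at 1:260 dilution of DMSO stock. Lysed, then beta-galactosidase activity read as FDG fluorescence (ex 480/em 540) after 30 min, with pre-read for autofluorescence.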
AT treatment: potential ataxia-telangiectasia treatments restoring KAP-1 phosphorylation; actives 0.19% (n = 320,000); Potency, µM (top dose mostly 57.5 µM), for inactives: at the top dose activation, usual class: activators; AID 485349; […] A-T fibroblasts, KAP-1 phosphorylation AlphaLISA; neocarzinostatin DNA damage 30 min before lysis; also: potency is read from the fitted curve at half-maximal effect; % of control where 0% means no effect; nearly all actives have a fitted effect of over 45% in size
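hTERT-immortalized A-T patient fibroblasts ([…]), 500 cells/well in OPTI-MEM, 1% FBS, got compounds for 60 min, then NCS for 30 min at 37C. Lysates were then assayed for phospho-KAP-1 by AlphaLISA (anti-pKAP1 donor, anti-KAP1 acceptor beads), 6 hr at 25C.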
BRCA1 expr act: activators of BRCA1 expression | AID 624202 | actives 1.1% (n = 380,000) | MCF7-BRCA1-FFLuc reporter, luminescence, 48 h; response scale: scaled: vehicle 0%, 10 µM genistein 100% | Potency, µM (series often up to 46.1 µM), inactives show at the top dose activation, hits mostly activators; also: potency is read from the fitted curve at half-maximal effect; nearly all actives have a fitted effect of over 80% in size; some results filed as inactive show a strong effect at the top dose
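Quantitative HTS in MCF7 cells stably reporting BRCA1 expression via firefly luciferase. Compound treatment lasts 48 h at 37 °C in phenol-red free MEM. Activation is expressed relative to genistein at 10 microM and DMSO.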
Active calls of the source: *; ? = inconclusive; nt = no result given; [ ] = remark or other dose. Unless noted, calls follow the shape of the dose curve; as a rule, active = well fitted curve in the direction sought with a large enough effect; inconclusive = small, poorly fitted or top-dose-only effect, or another doubt; inactive = no such curve, though single readings can be large; an effect the other way counts as inactive or inconclusive.

SMILES	p53 reactivation	TRPV1 agonist	ELG1 repair inh	CXXC DNA block	PTAP TSG101 blk	B2AR arrestin	TCR act	Integrin act MD	AT treatment	BRCA1 expr act
COc1ccc(Cl)cc1NC(=O)CN(C)CC(=O)N(CC(C)C)c1c(N)n(CC(C)C)c(=O)[nH]c1=O	-3.8%	nt	-18.7%	nt	-4.3%	0.1%	nt	-5.2%	-0.1%	-24.0%
O=C(Cn1cc(C(=O)C2CC2)c2ccccc21)NCc1ccccc1	?	?	?	2.5%	-10.6%	5.4%	-2.8%[46.1 µM]	-5.4%	4.9%	12.6µM*
O=C(OCc1nc2ccccc2[nH]1)C1CCCCC1	2.0%	?	?	18.5%	-7.3%	-1.5%	0.9%[46.1 µM]	21.1%	-1.9%	2.4%
COc1ccc(NC(=O)C2CC(c3cc(OC)c(OC)c(OC)c3)=NO2)cc1OC (configuration not stated)	-6.2%	8.2	?	5.2%	-1.2%	0.2%	12.6%	7.2%[7.66 µM]	nt	1.7%
C=C1C(=O)O[C@H]2C[C@H]1[C@@H](OC(C)=O)C/C(C)=C/CC/C(C)=C\CC[C@]2(C)O	nt	nt	nt	nt	-2.9%	nt	-1.0%	-1.6%	nt	-59.2%
CCOC(=O)c1c(C)[nH]c(C(=O)OCC(=O)N2CCN(S(=O)(=O)c3ccc(C)cc3C)CC2)c1C	-9.1%	-0.5	12.6µM*	nt	3.6%	0.4%	-2.9%	-7.9%	-2.6%	-18.7%
O=C(Nc1nc2ccccc2[nH]1)C1CCCO1 (configuration not stated)	?	-0.5	?	-13.0%	-2.4%	-0.7%	-1.0%	-8.0%	3.1%	?
CNC(=O)c1ccc(NC(=O)C2CCN(S(=O)(=O)c3cccc(C(F)(F)F)c3)CC2)cc1	-0.7%	?	5.2%	nt	1.1%	-0.2%	nt	4.4%	2.6%	-9.1%
Cc1ccc(CC(=O)OCC(=O)NC2CCCC(C)C2C)cc1C (configuration not stated)	-4.6%	12.2	-5.6%	-5.0%	-9.6%	-3.4%	1.7%	0.8%	2.7%	16.4%
O=C(NNc1ncnc2c1cnn2-c1ccccc1)c1cccs1	2.8%	-2.2	8.7%	14.7%	-6.2%	0.1%	0.2%	7.0%	1.9%	53.8%
c1csc(-c2ccnc3ncnn23)c1	-10.5%	0.5	8.1%	-4.9%	-0.9%	-0.8%	-2.3%[46.1 µM]	-3.5%	-3.0%	18.8%
CN(C)CCC1c2ccc(Cl)cc2CCc2cccnc21 (configuration not stated) (tested in a mixture with another compound)	-1.9%	0.1	?	?	-7.6%	-1.1%	-1.0%	-62.9%[inhibitor]	?	-49.7%
COc1ccc(-c2noc(COC(=O)c3ccco3)n2)cc1OC	4.4%	0.6	-3.1%	nt	-0.8%	-0.1%	7.1%	2.8%	9.7%	-6.6%
CC(=O)Nc1ccc(S(=O)(=O)N2CCC(NC(=O)c3ccccc3)CC2)cc1	1.1%	3.2	?	-4.5%	-4.9%	-0.3%	-0.6%	8.7%	32.1%	-7.7%
Cc1ccc(C(=O)NNC(=O)Cc2nc3nc(C)cc(C)n3n2)cc1	13.5%	3.1	12.6%	-6.3%	-5.0%	1.3%	-3.7%	-3.8%	2.3%	-2.1%
Clc1ccccc1Cn1nnc(-c2cccs2)n1	?	3.1	?	-2.9%	0.4%	-0.2%	0.0%	14.5%	9.0%	68.5%
Cc1c(Cl)cccc1NC(=S)NC1CC1	4.5%	-1.5	-7.3%	17.6%	-0.7%	-0.2%	-0.7%[46.1 µM]	-12.2%	-0.6%	-20.5%
CN(C)CCCNC(=O)N1c2ccccc2C=Cc2ccccc21	13.5%	-0.3	-0.8%	-6.9%	-3.8%	-0.1%	nt	-27.0%	2.6%	-1.2%
CC1(C)Cc2c(sc3nc(-c4ccccc4)oc(=O)c23)CO1	6.3%	0.3	?	0.3%	-0.6%	0.3%	0.2%[46.1 µM]	17.0%	2.9%	25.8%
COc1ccc(CNC(=O)C2CC(c3cccc([N+](=O)[O-])c3)=NO2)cc1 (configuration not stated)	27.2%	-1.0	?	-2.0%	-1.5%	-0.2%	3.8%	16.7%	-1.3%	72.9%
CC(C)NS(=O)(=O)c1ccc(CCC(=O)N2CCOCC2)cc1	1.0%	3.8	1.4%	-2.3%	0.0%	-0.8%	-45.2%	20.0%	nt	0.8%
Cc1ccc(C)c(NC2=CC(=O)CC(C)(C)C2)c1C#N	-2.4%	2.1	-16.1%	-1.3%	-3.3%	-0.3%	-5.8%	17.5%	3.8%	-18.7%
CCN1CCN(c2ccc(NC(=O)c3ccc(Cl)c(S(=O)(=O)N4CCCC4)c3)cc2)CC1	14.0%	6.3	-1.4%	nt	-4.0%	-0.8%	nt	-34.2%	1.8%	-8.9%
CCOc1ccc(NC(=O)Nc2cc(-c3ccccc3)sc2C(=O)OC)cc1	-9.1%	?	?	0.3%	-1.4%	-0.2%	-10.0%[46.1 µM]	19.4%	5.4%	-15.7%
COc1ccc(-c2noc3c2-c2nc(-c4ccc(Br)cc4)sc2CC3)cc1	nt	nt	nt	nt	2.5%	nt	16.2%	17.0%	nt	0.1%
O=[N+]([O-])c1ccc(-c2nc(NCc3cccnc3)c3ccccc3n2)cc1	7.1%	0.1	14.8%	8.7%	-2.3%	-0.6%	-3.8%	-24.3%	?	43.0%
Cc1cccc(-n2c(SCC(=O)NCc3ccco3)nc3ccccc3c2=O)c1	-9.1%	-1.4	-20.0%	7.8%	0.1%	-0.4%	1.9%	-11.4%	5.0%	-43.1%
Cc1cc(F)c(F)cc1C(=O)N1CCCC1	-0.3%	-0.4	8.1%	-8.8%	0.9%	0.3%	2.7%	-2.5%	2.0%	4.5%
CCO[C@@H]1OC(C(=O)N2CCN(Cc3ccc4c(c3)OCO4)CC2)=C[C@H](c2cn(C(C)=O)c3ccccc23)[C@H]1CCCO	4.5%	2.7	?	-3.6%	-3.3%	0.2%	-0.1%	-29.4%	13.0%	-37.9%
COc1ccc(N2CCN(S(=O)(=O)c3ccc(OC)cc3)CC2)cc1	-9.2%	4.0	-17.1%	3.5%	-10.4%	0.3%	-6.2%[46.1 µM]	-18.4%	-1.0%	-28.5%
CC1=C(C(=O)O)N2C(=O)C(NC(=O)c3nn(C)c(C)c3Cl)C2SC1 (configuration not stated)	0.3%	4.9	17.7%	1.5%	0.8%	0.4%	-1.2%	?	-2.1%	-32.3%
O=C(Nc1cc(C(=O)N2CCN(c3ccccc3)CC2)ccc1Cl)c1cccs1	-0.6%	nt	?	nt	-3.2%	-0.8%	6.9%	4.8%	-8.1%	-22.4%
COc1cc(NC2=CC(=O)CC(C)(C)C2)cc(OC)c1OC	-8.4%	2.3	8.7%	0.8%	1.4%	0.4%	1.0%	0.6%	-4.4%	-16.8%
COc1cc(C(=O)OCC(=O)NCc2ccco2)cc(OC)c1OC	-3.1%	-2.4	-14.1%	-0.8%	-2.5%	-0.7%	-11.7%	-26.5%	6.0%	-10.1%
CCOc1ccc(S(=O)(=O)n2cnc(C)c2)cc1	nt	-1.1	-8.1%	33.1%[activator]	0.9%	0.3%	-2.2%	3.5%	-1.1%	1.1%
O=C(CN1CCCCC1)Nc1nnc(-c2ccccc2)s1	11.0%	-1.9	?	7.1%	-1.3%	0.4%	-13.2%	12.5%	5.8%	6.9%
COc1ccc(C(CNC(=O)c2ccc(OCc3ccccc3)cc2)N2CCOCC2)cc1 (configuration not stated)	0.5%	8.0	?	nt	3.2%	0.2%	0.9%	14.0%	7.6%	-12.2%
C[C@@H](C(=O)NCc1ccco1)N1C(=O)N2CCc3c([nH]c4ccccc34)[C@@]2(C)C1=O	5.5%	-0.9	-21.5%	1.6%	-8.8%	0.1%	-1.6%	12.5%	-0.5%	-19.7%
COc1ccccc1NS(=O)(=O)c1cc(NC(=O)CN2C(=O)NC3(CCCC3)C2=O)ccc1C	2.3%	0.7	4.0%	nt	-1.3%	-0.7%	-0.1%	34.6%	6.3%	-16.2%
CC1CCCCN1CC(O)COCc1ccccc1 (configuration not stated)	-2.3%	0.6	19.7%	12.6%	2.2%	-0.9%	-1.1%	4.1%	-19.1%	-9.7%
O=C/C(=C\Nc1ccc(Cl)cn1)c1nc2ccccc2o1	9.6%	?	15.7%	16.6%	-3.9%	0.0%	-1.6%[46.1 µM]	-4.7%	nt	-57.7%
CCN(CC)CCCNC(=O)c1nn(-c2ccc(OC)cc2OC)c(=O)c2ccccc12	11.7%	-2.7	6.4%	-0.9%	-5.6%	0.9%	5.0%	10.5%	1.0%	-12.3%
CNC(=O)C12CC3CC(CC(Cl)(C3)C1)C2	-1.6%	5.3	29.7%	5.5%	-0.6%	-0.8%	-2.6%[46.1 µM]	16.4%	0.6%	-6.4%
